Screening results: PubChem, National Center for Advancing Translational Sciences (NCATS)
BLM helicase inh = blocks DNA unwinding by human BLM helicase; P54132; recombinant BLM DNA unwinding, fluorescence dequenching; Potency, µM (top dose mostly 56.1 µM), for the others: top-dose activity change, negative = inhibition, usual class: inhibitors; actives 0.2% (n = 350,000);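 further: plate controls were vehicle for no effect and no enzyme for full effect; nearly all actives have a fitted effect of over 35% in size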
Target sequence (P54132 whole entry, looked up): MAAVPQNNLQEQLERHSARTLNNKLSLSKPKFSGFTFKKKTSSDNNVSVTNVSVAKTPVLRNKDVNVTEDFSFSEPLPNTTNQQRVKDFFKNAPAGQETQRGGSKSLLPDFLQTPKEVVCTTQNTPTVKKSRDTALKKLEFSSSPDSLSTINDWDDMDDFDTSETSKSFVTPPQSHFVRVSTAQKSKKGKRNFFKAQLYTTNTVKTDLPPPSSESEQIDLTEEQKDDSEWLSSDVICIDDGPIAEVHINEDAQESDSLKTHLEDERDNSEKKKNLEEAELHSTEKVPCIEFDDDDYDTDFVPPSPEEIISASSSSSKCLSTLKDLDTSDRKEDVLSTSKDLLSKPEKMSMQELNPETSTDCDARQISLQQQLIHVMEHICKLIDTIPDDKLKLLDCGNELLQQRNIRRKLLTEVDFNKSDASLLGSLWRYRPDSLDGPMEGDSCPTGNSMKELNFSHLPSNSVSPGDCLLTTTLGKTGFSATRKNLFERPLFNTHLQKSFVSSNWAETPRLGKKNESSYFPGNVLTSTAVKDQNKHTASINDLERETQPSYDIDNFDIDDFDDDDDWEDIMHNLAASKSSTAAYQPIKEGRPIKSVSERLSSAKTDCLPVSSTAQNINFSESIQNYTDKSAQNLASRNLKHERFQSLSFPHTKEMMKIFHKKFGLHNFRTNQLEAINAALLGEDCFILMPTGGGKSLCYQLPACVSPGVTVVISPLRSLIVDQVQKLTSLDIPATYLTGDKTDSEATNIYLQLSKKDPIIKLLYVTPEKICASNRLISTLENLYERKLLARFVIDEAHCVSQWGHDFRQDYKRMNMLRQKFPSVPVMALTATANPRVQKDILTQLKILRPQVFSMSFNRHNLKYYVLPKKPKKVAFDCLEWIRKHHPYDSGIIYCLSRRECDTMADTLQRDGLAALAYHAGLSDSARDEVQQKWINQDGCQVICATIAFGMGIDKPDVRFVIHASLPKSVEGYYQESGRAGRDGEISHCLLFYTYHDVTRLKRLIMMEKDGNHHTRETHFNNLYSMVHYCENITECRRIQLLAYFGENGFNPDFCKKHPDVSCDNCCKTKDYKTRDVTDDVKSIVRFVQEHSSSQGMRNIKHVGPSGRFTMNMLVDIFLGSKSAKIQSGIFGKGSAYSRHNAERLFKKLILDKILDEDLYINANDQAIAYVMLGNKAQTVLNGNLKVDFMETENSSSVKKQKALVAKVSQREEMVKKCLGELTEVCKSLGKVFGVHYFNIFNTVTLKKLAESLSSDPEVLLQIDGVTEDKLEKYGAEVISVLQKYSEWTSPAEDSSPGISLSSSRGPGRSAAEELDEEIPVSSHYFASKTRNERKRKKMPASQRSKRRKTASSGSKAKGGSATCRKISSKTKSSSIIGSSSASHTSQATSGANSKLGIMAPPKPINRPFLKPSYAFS
POLK inh = DNA polymerase kappa (human) inhibition. Q9UBT6. purified Pol kappa, fluorescent DNA synthesis assay, 10 min. Potency, µM (series often up to 107 µM), without a hit: at the top dose activity, negative = inhibition, hits mostly inhibitors. actives 0.53% (n = 400,000). AID 588579; further: on the % scale 0 is the no-effect control and ±100 the full control effect
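Inhibition of 10 nM Pol kappa is measured by a fluorescent read-out at 0 and 10 min following addition of 50 nM substrate (final), with a 15-min room-temperature compound preincubation.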
G9a inh = G9a (human) methyltransferase inhibition; AID 504332; Potency, µM (series often up to 102 µM), inactives show at the top dose activity, negative = inhibition, hits mostly inhibitors; actives 8.8% (n = 350,000); G9a H3K9 monomethylation, AlphaScreen, 2 h; further: on the % scale 0 is the no-effect control and ±100 the full control effect; nearly all actives have a fitted effect of over 75% in size
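AlphaScreen read-out: biotin-H3K9 peptide (500 nM) methylation by 20 nM enzyme with 20 uM SAM, 2 h at room temperature after 15 min compound preincubation; anti-monomethyl H3K9 antibody plus donor/acceptor beads, 10 min dark.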
Anesthetic bind = binds horse apoferritin like a general anesthetic | Potency, µM (series often up to 77.5 µM), for the others: at the top dose activity change, negative = displacement, usual class: inhibitors | apoferritin/1-aminoanthracene competitive binding, fluorescence | actives 0.074% (n = 350,000) | P02791; further: on the % scale 0 is the no-effect control and ±100 the full control effect; nearly all actives have a fitted effect of over 20% in size
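Horse-spleen apoferritin (10 uM) was mixed with 50% saturated 1-aminoanthracene in PBS, exposed to compounds for 10 min at room temperature, and read for fluorescence (ex 380 nm, em 535 nm). Competitive displacement was fitted with a four-parameter Hill equation.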
POLB inh = DNA polymerase beta (human) inhibition; P06746; Pol beta primer extension/strand displacement, fluorescence kinetic; Potency, µM (doses to about 114 µM), inactives show at the top dose activity change, negative = inhibition, hits mostly inhibitors; actives 1.3% (n = 340,000); further: on the % scale 0 is the no-effect control and ±100 the full control effect
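Curves were derived by four-parameter Hill fits of normalized qHTS data. The kinetic fluorescent primer-extension read was taken at 0 and 10 min after 50 nM substrate, following a 15 min room-temperature preincubation of 10 nM enzyme with compounds.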
BAZ2B inh = inhibitors of human BAZ2B bromodomain; actives 4.4% (n = 360,000); Potency, µM (highest dose often 114 µM), inactives show top-dose activity change, negative = inhibition, usual class: inhibitors; Q9UIF8; AID 504333; AlphaScreen BAZ2B-H3K14Ac peptide displacement; further: on the % scale 0 is the no-effect control and ±100 the full control effect; nearly all actives have a fitted effect of over 60% in size
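BAZ2B 50 nM plus b-H3(5-23)K14Ac 50 nM, PBS pH 7.4/0.01% Tween-20, 30 min RT; compound added (max 110 uM), 30 min RT; streptavidin donor/Ni-chelate acceptor beads 10 ug/mL final, 20 min dark; AlphaScreen read.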
POLI inh = inhibitors of human DNA polymerase iota. Potency, µM (series often up to 115 µM), for the others: at the top dose activity, negative = inhibition, usual class: inhibitors. Q9UNA4. Pol iota fluorescent replication assay, 10 min. actives 1% (n = 390,000). AID 588590
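Pol iota at 10 nM preincubated 15 min with compounds at room temperature; reaction started with fluorescent substrate, 50 nM final. Fluorescence read kinetically at 0 and 10 min; buffer-only wells as negative control.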
APEX1 inh = APE1 (human) endonuclease inhibition | P27695 | recombinant APE1, TAMRA/BHQ-2 abasic DNA cleavage fluorescence | Potency, µM (top dose mostly 65.8 µM), for the others: at the top dose activity change, negative = inhibition, hits mostly inhibitors | actives 0.35% (n = 350,000) | AID 2517;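 further: plate controls were vehicle for no effect and reference inhibitor for full effect; nearly all actives have a fitted effect of over 55% in size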
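Substrate: short duplex with […] THF abasic site, 5'-TAMRA and 3'-BHQ-2, 50 nM final. APE1 at 0.75 nM, preincubated 15 min RT with compound. Fluorescence increase from first to third read measured activity.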
Pol eta inh = inhibitors of human DNA polymerase eta. Potency, µM (highest dose often 114 µM), for inactives: top-dose activity change, negative = inhibition, usual class: inhibitors. AID 588591. actives 1.2% (n = 390,000). Q9Y253. recombinant Pol eta, fluorescent DNA replication assay; further: on the % scale 0 is the no-effect control and ±100 the full control effect
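Fluorescent replication assay: 50 nM final substrate added after a 15 min room-temperature compound preincubation with 10 nM enzyme. Signal taken at 0 min and again at 10 min.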
* marks the source's active call; other numbers are inactive results; ? = inconclusive; . = no result given; [ ] = another dose, or the depositor's remark. The call rests on the fitted dose curve; in most records, active means well fitted curve in the direction sought with a large enough effect; inconclusive means small, poorly fitted or top-dose-only effect, or another doubt; inactive means no such curve, though single readings can be large; an effect the other way counts as inactive or inconclusive. Potency means the concentration at half of the fitted maximal effect. Only part of the results is shown (hit frequency here may not be typical).

smiles,POLB inh,BLM helicase inh,BAZ2B inh,POLK inh,APEX1 inh,Anesthetic bind,G9a inh,POLI inh,Pol eta inh
Cc1ccc(S(=O)(=O)N/N=C/c2ccc(O)c(O)c2)cc1[N+](=O)[O-],?,-0.9%,-34.8%,-21.7%,-3.5%,-19.3%,35.5µM*,8.8%,-19.3%
Cc1cc(NC(=O)Cc2ccccc2)no1,0.3%,4.1%,-5.4%,-18.1%,-2.1%,8.4%,-15.7%,2.8%,-13.9%
O=C(c1ccc(F)cc1)N(NC(=O)C(O)(c1ccccc1)c1ccccc1)c1ccccc1,-26.8%,-0.9%,-32.7%,-11.7%,-0.8%,-9.5%,5.0%,17.9%,-16.3%
Cc1nc(CS(=O)(=O)c2ccccn2)sc1C(=O)NNC(=O)c1ccc(Cl)cc1,25.9%,-4.9%,-0.5%,-1.6%,-4.0%,-10.9%,-7.8%[59 µM],-23.0%[58.9 µM],-9.3%
CCCC(C(=O)NC1CCCC1)N(Cc1ccccc1Cl)C(=O)c1snc(C(N)=O)c1N (stereo not drawn),2.0%,-5.9%,11.5%,-8.5%,10.3%[12.4 µM],-11.6%,-2.0%[59 µM],53.4%[activator],-12.5%
Cc1c(CCC(=O)O)c(=O)oc2c(C)c(OCc3cc4c(cc3Cl)OCO4)ccc12,-4.2%,-8.2%,-15.2%,-22.8%,7.1%,3.7%,.,3.8%,-1.2%
CCOc1cc(-c2c(C)c(C)nc(N)c2C#N)ccc1O,-16.7%,-0.7%,-12.0%,-4.3%,2.0%,-9.1%,-30.0%[59 µM],14.1%,1.2%
CCn1cc(C(=O)NC(C)CCc2ccccc2)c(=O)c2cc(S(=O)(=O)N(C)C)ccc21 (stereo not drawn),18.8%,-4.8%,3.8%,5.4%,-12.1%,?,5.0%[2.33 µM],1.3%,-15.3%

(list continues)
smiles,POLB inh,BLM helicase inh,BAZ2B inh,POLK inh,APEX1 inh,Anesthetic bind,G9a inh,POLI inh,Pol eta inh
CCc1ccc(S(=O)(=O)N2CCN(c3ccc(Cl)c(Cl)c3)CC2)cc1,7.8%,-8.3%,-0.5%,-12.7%,.,53.9%[activator],3.9%[59 µM],-3.5%,-9.4%
CC(=O)N1c2ccc(S(=O)(=O)NCC3CCC(C(=O)NCc4ccc(C)o4)CC3)cc2CC1C (stereo not drawn),?,-1.2%,-26.8%,-2.0%,12.0%,-23.6%,-1.2%,29.4%,-21.5%
Cc1ccc(N2CC(C(=O)Nc3c4c(nn3C(C)(C)C)CS(=O)(=O)C4)CC2=O)cc1C (stereo not drawn),19.7%,-7.5%,-24.5%,-6.8%,5.7%,-1.2%,.,9.3%,-8.4%
CN(C)CCCN=Cc1c(-c2ccccc2)[nH]n(-c2nc3ccccc3s2)c1=O,30.2%,-5.4%,?,1.2%,7.8%,-15.9%,.,10.5%,-18.2%
O=C(CN(C1CCCCC1)S(=O)(=O)c1ccc(Cl)cc1)NCc1cccnc1,10.7%,0.4%,-4.1%,-7.1%,-2.4%,-10.7%,11.5%,-2.3%,-16.5%
CC(C)OC(=O)CSc1nc(N)c(C#N)c(-c2ccco2)c1C#N,4.5%,-22.1%,-11.1%,-18.0%,-3.2%,8.3%,?,11.6%,?
CSCCC1NC(=O)N(CC(=O)N2N=C(c3ccc(Cl)cc3)CC2c2ccco2)C1=O (stereo not drawn),-25.4%,-3.6%,?,-9.9%,?,-19.8%,?,20.4%,-5.1%
COC1=CC(=O)[C@@]2([C@@H]1O)[C@@H](Cl)C[C@]13C(OC)=C(OC)C(=O)C[C@]21CCN3C,.,.,.,3.0%,1.5%,.,.,4.2%,-12.4%

(further entries)
smiles,POLB inh,BLM helicase inh,BAZ2B inh,POLK inh,APEX1 inh,Anesthetic bind,G9a inh,POLI inh,Pol eta inh
O=c1oc2ccc(C#CC3(O)CCCCC3)cc2cc1-n1cc(-c2ccccn2)nn1,.,.,.,-0.1%,6.6%,.,.,0.8%,-11.9%
COc1cc(C(=O)Nc2sc(C(=O)N3CCOCC3)c(C)c2C#N)cc(OC)c1OC,90.8%,-0.1%,6.2%,-10.1%,-0.2%,3.9%,6.0%[12.7 µM],12.0%,4.7%
CCc1cccc(NC(=O)CSc2nc3ccccc3nc2N2CCCCC2)c1,2.2%,-8.5%,50.8%[activator],-17.3%,.,-4.8%,61.4%[activator][59 µM],14.3%,-18.4%
COc1ccc2[nH]c3c(=O)n(CCN4CCOCC4)cnc3c2c1,-0.2%,-0.3%,-2.1%,-7.0%,-0.6%,2.1%,-9.9%,49.0%[activator],-16.7%
Cc1ccccc1S(=O)(=O)Cc1ccc(C(=O)N(C)C2CCCCC2)o1,-11.4%,1.0%,-17.0%,-6.4%,49.9%[activator],-12.2%,?,1.4%,-5.6%
Cc1cc(C)c2c(=O)n(CC(=O)NC3CCCC3)sc2n1,11.5%,0.0%,79.4µM*,-21.5%,2.6%,1.1%,0.501µM*,?,-2.6%
CC#CCCCC(=O)Nc1cc(OC)nc(OC)n1,11.1%,-1.5%,-3.4%,0.3%,-4.3%,-10.4%,17.0%,18.5%,-12.6%
Cc1ccc(C)c(OCCC(=O)Nc2cc(S(=O)(=O)N3CCCCC3)ccc2C)c1,.,.,.,-5.2%,-21.0%,.,.,16.7%,-25.1%

One compound at a time, from the list above. Screens in order: POLB inh, BLM helicase inh, BAZ2B inh, POLK inh, APEX1 inh, Anesthetic bind, G9a inh, POLI inh, Pol eta inh
`O=c1oc2ccc(C#CC3(O)CCCCC3)cc2cc1-n1cc(-c2ccccn2)nn1` is entered as ., ., ., -0.1%, 6.6%, ., ., 0.8%, -11.9%
`CC#CCCCC(=O)Nc1cc(OC)nc(OC)n1` is entered as 11.1%, -1.5%, -3.4%, 0.3%, -4.3%, -10.4%, 17.0%, 18.5%, -12.6%

More entries follow.
smiles,POLB inh,BLM helicase inh,BAZ2B inh,POLK inh,APEX1 inh,Anesthetic bind,G9a inh,POLI inh,Pol eta inh
O=C1SC(c2ccccc2)=N/C1=C/c1ccco1,-17.1%,-3.4%,-29.8%,3.7%,-5.5%,-11.8%,50.1µM*,32.6%[activator],6.4%
O=C(Nc1ccccc1C(=O)NCCCN1CCOCC1)c1ccc(F)cc1F,-1.0%,-2.9%,6.7%,11.6%,-13.2%,-3.5%,-11.1%[12.7 µM],50.5%[activator],-12.6%
O=C(c1ccc(F)cc1F)N(Cc1ccccn1)Cc1ccco1,43.9%,0.4%,?,-1.3%,-0.9%,-15.2%,22.4µM*,1.0%,-5.3%
COc1cc(-c2nnc3n2CCCCC3)cc(OC)c1OC,41.6%,-3.7%,-1.8%,-7.7%,4.6%,1.8%,9.2%[0.501 µM],22.1%,-2.0%
CN(C)c1ncnc2ccc(-c3cccc(C#N)c3)cc12,.,-9.4%,.,-10.0%[60.1 µM],2.2%,.,-7.5%[0.501 µM],.,.
NC(=O)c1ccc(NC(=O)COC(=O)c2n[nH]c3ccccc23)cc1,.,.,-0.5%,-4.8%,2.9%,.,?,0.9%,4.3%
COc1ccc2c(c1)c1c(c(=O)n(-c3ccc(C)cc3)c(=O)n1CC(=O)N1CCCC1)n2C,?,-12.8%,-31.7%,-0.4%,.,165.0%[activator],-6.7%[59 µM],31.2%[activator],-14.7%
CCCCc1cc(=O)oc2cc(OCC(=O)NCC3CCC(C(=O)O)CC3)ccc12 (stereo not drawn),9.7%,0.5%,-13.4%[57.1 µM],17.1%,27.2%,-6.6%,-2.4%,29.2%,-2.2%

More structures:
smiles,POLB inh,BLM helicase inh,BAZ2B inh,POLK inh,APEX1 inh,Anesthetic bind,G9a inh,POLI inh,Pol eta inh
O=C(CN1CCC(O)(c2ccccc2)CC1)Nc1ccc2c(c1)OCCO2,19.8%,0.5%,-16.9%,-11.9%,20.3%,-4.0%,-2.5%,24.7%,-2.8%
CC(NC(=O)CNC(=O)c1sc2ccccc2c1Cl)c1ccc(S(N)(=O)=O)cc1 (stereo not drawn),.,.,-15.2%,-11.6%,6.3%,.,-1.0%,-7.9%,?
O=[N+]([O-])c1ccc(NC(=S)N2CCN(c3ccc(F)cc3)CC2)cc1,14.2%,-1.1%,-13.0%,1.0%,-4.2%,-13.8%,13.0%[0.501 µM],26.3%,-17.1%
COc1ccc(C(=O)O)cc1NC(=S)NC(=O)CSc1ccc(Cl)cc1,-1.4%,-3.0%,-25.2%,-3.3%,14.5%,-14.6%,-44.2%,108.7%[activator],5.0%
CN(C)Cc1ccccc1-c1cncnc1NCc1cccs1,.,-10.5%,.,-2.3%[60.1 µM],2.2%,-1.7%,.,.,.
CCCNC(=O)c1cc2cc([N+](=O)[O-])ccc2s1,?,-3.3%,?,2.3%,-2.1%,-9.7%,-8.3%,2.3%,-6.7%
COc1ccc(C(=O)NCc2nnc(SCC(=O)Nc3nnc(C)s3)o2)cc1OC,8.8%,3.4%,0.2%,-2.7%,0.2%,-5.8%,7.0%,19.3%,-18.2%
CC(=O)Nc1ccc(CCc2nc3ccccc3[nH]2)cc1,34.3%,-0.7%,6.1%,-7.9%,26.7%,-8.0%,2.9%,78.4%[activator],3.7%

(list continues)
smiles,POLB inh,BLM helicase inh,BAZ2B inh,POLK inh,APEX1 inh,Anesthetic bind,G9a inh,POLI inh,Pol eta inh
COc1ccccc1N1C(=O)CC(N2CCN(c3ccc(F)cc3)CC2)C1=O (stereo not drawn),-1.0%,6.6%,9.0%,-15.7%,3.8%,-0.1%,.,16.4%,0.2%
COc1ccccc1CNC(=O)COC(=O)c1cc(C)oc1C,-0.1%,0.8%,4.0%,-14.8%,-6.2%,-3.7%,-33.5%,10.1%,-1.1%
Cc1cc(=O)n(Cc2ccccc2)c2ccccc12,29.1%,1.5%,?,-0.4%,-8.2%,-13.7%,-5.1%,-0.4%,-20.7%
CN(CCOc1ccccc1)CC(=O)Nc1cccc(C#N)c1,12.1%,-6.1%,11.1%,-1.3%,35.2%,-11.2%,18.7%,26.6%,-14.0%

As entered above.
In Anesthetic bind, COc1ccccc1N1C(=O)CC(N2CCN(c3ccc(F)cc3)CC2)C1=O (stereo not drawn) has -0.1%
In POLB inh, COc1ccccc1CNC(=O)COC(=O)c1cc(C)oc1C has -0.1%
In G9a inh, CN(CCOc1ccccc1)CC(=O)Nc1cccc(C#N)c1 has 18.7%
